# Myeloid diff MLP: promotes myeloid progenitor differentiation; ER-HoxA9 myeloid progenitors, lysozyme-GFP differentiation, flow cytometry; calls only at 10 µM; 360,000 tested, 1% active; AID 624256;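 active means normalized GFP-positive differentiation at or above the plate's own cutoff, the solvent-only control mean plus 3 SD; inconclusive means no clear call, values can overlap the other calls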;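 further: cells exposed to compound for four days before flow analysis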
# CSM14.1 death rescue: protection against thapsigargin-triggered cell killing – 384-well, CSM14.1, ATP luminescence, primary screen (AID 1222); CSM14.1 thapsigargin-induced death rescue, ATP luminescence; higher % means a stronger effect; cellular ATP content (survival), % at 20 µM; hits with a dose series show EC50 in µM; 190,000 tested, under 10 active;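 active means EC50 below 50 µM in the dose-response confirmation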;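 further: death triggered by thapsigargin at about 15 µM added after 2 h compound pretreatment; cell ATP read after overnight thapsigargin exposure of roughly 18 to 22 hours; normalized against plate controls of thapsigargin alone and 5% DMSO vehicle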
# PMI inhibitors: inhibitors of human PMI, primary screen, biochemical, fluorescence intensity, coupled assay (AID 1209); inhibition, % at 20 µM; hits with a dose series show IC50 in µM; purified PMI enzyme, coupled fluorescence intensity; higher % means a stronger effect; 190,000 tested, 0.42% active;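 further: plate controls were DMSO vehicle for no effect and wells lacking substrate for full effect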
# TNAP activation fold: stimulation of alkaline phosphatase TNAP activity – biochemical, luminescent, no phosphate acceptor, uHTS, primary screen (AID 1001); purified TNAP, luminescent activation assay, no phosphate acceptor; higher activation fold means a stronger effect; 200,000 tested, 0.03% active; activation fold at 20 µM, or EC50 in µM where a hit was titrated; in the data active means activation fold from about 3, or a potency from the dose series; inactive means the rest, 99 in 100 with activation fold below about 1.6; further: many of its hits are not listed in these tables
# P. falciparum M1AAP: malaria alanyl aminopeptidase activity blockers – biochemical, fluorogenic H-Leu-NHMec substrate, 1536-well (AID 1445). one-dose inhibition, % at 30 µM; IC50 in µM for titrated hits. recombinant M1AAP, H-Leu-NHMec fluorogenic kinetic assay; higher % means a stronger effect. 220,000 tested, 0.42% active;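 active means primary inhibition above the hit cutoff, then over 50% inhibition at one or more dose response concentrations, cut at about 23% in these data, passing the limit was not always enough; inconclusive means conflicting primary data, or primary hits not chosen for dose response; inactive means low primary inhibition, or under 50% at every dose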;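 further: plate controls were DMSO full reaction for no effect and no enzyme background for full effect; strong numbers were not always called active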
# PMI inhibition: MPI inhibition at elevated mannose 6-phosphate – biochemical, fluorescence intensity, high mannose 6-phosphate, primary screen (AID 1220); recombinant PMI enzyme, coupled fluorescence intensity; higher % means a stronger effect; inhibition, % at 20 µM, or IC50 in µM where a hit was titrated; 190,000 tested, 0.66% active
# LYP inhibition: inhibitors of LYP phosphatase, biochemical, fluorescence intensity, uHTS (AID 1779); recombinant LYP phosphatase, fluorescence intensity; higher % means a stronger effect; one-dose inhibition, % at 11.5 µM; IC50 in µM for titrated hits; 290,000 tested, 0.054% active;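 further: plate controls were vehicle with enzyme for no effect and no enzyme for full effect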
# XIAP antagonists: XIAP antagonists, biochemical, IAP family, fluorescence polarization (AID 1018); XIAP BIR domain, fluorescence polarization peptide displacement; higher % means a stronger effect; 200,000 tested, 0.007% active; displacement, % at 20 µM; hits with a dose series show IC50 in µM; in the data active means displacement above about 50%; further: a part of the inactive calls stands beside numbers as strong as those of hits
# M17LAP inhibition: P. falciparum M17LAP inhibitors, primary screen, biochemical, fluorogenic H-Leu-NHMec substrate, 1536-well (AID 1619); recombinant M17LAP, H-Leu-NHMec fluorogenic kinetic assay; higher % means a stronger effect; one-dose inhibition, % at 30 µM; IC50 in µM for titrated hits; 220,000 tested, 0.38% active;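 active means compound inhibiting the enzyme by more than half at any dose during confirmatory dose-response retesting; inconclusive means strong single-dose inhibitors picked by rank but not retested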;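 further: plate controls were full reaction with DMSO carrier for no effect and no enzyme background for full effect; strong numbers were not always called active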
# Myeloid diff MLP GFP+ MAC1+ %: recorded beside Myeloid diff MLP, whose call it bears; GFP+ MAC1+ double positive, %; measured here: differentiation confirmed by MAC1 staining
# Active calls of the source: *; i = inactive; ? = inconclusive; · = not tested or not shown. Unless noted, no stated cut-off is given here; in the data, active means inhibition above about 50%; inactive means the rest.
SMILES,Myeloid diff MLP,Myeloid diff MLP GFP+ MAC1+ %,CSM14.1 death rescue,PMI inhibitors,TNAP activation fold,P. falciparum M1AAP,PMI inhibition,LYP inhibition,XIAP antagonists,M17LAP inhibition
CCOc1ccc2[nH]cc(C(=O)NCCCN3CCOCC3)c(=O)c2c1,i,0.4,-1.1%,-3%,1.1,-2%,-10%,-11%,-1.1%,5%
CC1(C)C(=O)Nc2ccccc2N1C(=O)CSc1nnc2c(Cl)cc(Cl)cn12,i,0.7,-0.1%,-5%,1.1,5%,6%,-3%,-12%,-1%
O=[N+]([O-])c1ccc(S(=O)(=O)CC(CN2CCCCC2)N2CCCCC2)cc1 (stereo not drawn),i,0.0,-4.5%,-3%,1,-10%,-1%,3%,-1.1%,-5%
CCc1cccc(N(CC(=O)NCc2ccc(F)cc2)C(=O)c2csnn2)c1,i,0.2,0.4%,·,1.1,-2%,·,-6%,-4.1%,2%
COc1ccc(C2=NOC(CNC(=O)c3ccccc3Br)C2)c(OC)c1 (stereo not drawn),i,0.6,·,·,·,-2%,·,-4%,·,2%
Cc1cc(C(=O)OCC(=O)Nc2ccc(F)cc2F)c(C)o1,i,0.8,-1.7%,12%,1.1,-1%,4%,-5%,-23%,9%
CN(C)CCCN1C(=O)c2oc3ccc(Cl)cc3c(=O)c2C1c1cccnc1 (stereo not drawn),i,1.8,·,11%,1,11%,9%,-5%,-4.7%,33%
O=[N+]([O-])c1cc2cccnc2c2ncccc12,i,1.4,·,·,·,-2%,·,-5%,·,0%
O=C(c1ccc2c(c1)N(Cc1ccc(F)cc1)C(=O)CS2)N1CCOCC1,i,0.7,-0.6%,-4%,1.1,5%,-5%,-5%,-3.5%,-2%
CCOC(=O)NN1C(=O)c2ccccc2NC1(C)C,i,1.3,-0.6%,-5%,1,14%,4%,-13%,-7.1%,-8%
CCOc1ccc(/C(O)=C2/C(=O)C(=O)N(CCOCCO)C2c2ccccc2)cc1 (stereo not drawn),i,0.3,-1.7%,7%,1,7%,18%,7%,-3.3%,15%
CCC1CCCCN1CC(C)(C)NS(=O)(=O)c1ccccc1 (stereo not drawn),i,0.8,·,·,·,-12%,·,-3%,·,-10%
CCOc1ccc(Cn2nnc(C(=O)NCc3ccc(OC)cc3)c2N)cc1,i,1.5,·,11%,1,3%,10%,-7%,-2.6%,-7%
O=C1CCN(N=Nc2cccc(Cl)c2)N1,·,·,-5.7%,-81%,1,4%,-124%,-6%,-6.2%,10%
Cc1cc(C)n(-c2nc(NCc3cccnc3)c3c4c(sc3n2)COC(C)(C)C4)n1,i,0.7,-0.1%,8%,1.1,13%,7%,-8%,-4.6%,-141%
CN(c1ccc(F)cc1)S(=O)(=O)c1ccc2[nH]cc(C(=O)O)c(=O)c2c1,i,0.4,-1.9%,16%,1.1,7%,20%,2%,3.7%,-8%
COc1cccc(/C=N/n2cnnc2)c1OCc1ccccc1,i,0.1,2.1%,11%,1.1,-1%,7%,-9%,-7.5%,0%
O=C1Cc2ccccc2Sc2ccc(O)cc21,i,0.3,0.0%,9%,1,13%,20%,-4%,-4.9%,-2%
CC(C)(C)c1cc(C(=O)Nc2ccc(F)cc2)n(Cc2ccc(F)cc2)n1,i,0.5,·,·,·,0%,·,4%,·,5%
CCOc1ccc(-c2cc(C(=O)NN)[nH]n2)cc1,i,0.1,-5.7%,12%,0.3,9%,5%,-5%,2.9%,11%
CC(C)NC(=O)c1ccccc1NC(=O)CCS(=O)(=O)Cc1ccccc1,i,1.1,-1.9%,11%,1.1,7%,15%,-4%,-1.0%,7%
O=C(COC(=O)C1CCCCC1)Nc1ccc(N2CCCCC2)cc1,i,0.7,-1.2%,2%,1,11%,3%,7%,-4.3%,6%
COC(=O)c1ccc(C(=O)NN)cc1,i,0.5,·,·,·,3%,·,-3%,·,-2%
CC(=O)Nc1ccc2nc(NC(=O)COc3ccccc3Cl)sc2c1,i,0.6,1.0%,0%,1.2,-1%,11%,-1%,-6.2%,-16%
C=CCNC(=O)C1CCC(C(=O)NCC=C)CC1 (stereo not drawn),i,0.1,-1.1%,10%,1,-1%,7%,-11%,-15%,-2%

# In a second layout: results already given.
CC(C)(C)c1cc(C(=O)Nc2ccc(F)cc2)n(Cc2ccc(F)cc2)n1
  Myeloid diff MLP = i
  Myeloid diff MLP GFP+ MAC1+ % = 0.5
  CSM14.1 death rescue = ·
  PMI inhibitors = ·
  TNAP activation fold = ·
  P. falciparum M1AAP = 0%
  PMI inhibition = ·
  LYP inhibition = 4%
  XIAP antagonists = ·
  M17LAP inhibition = 5%

CCOc1ccc(-c2cc(C(=O)NN)[nH]n2)cc1
  Myeloid diff MLP = i
  Myeloid diff MLP GFP+ MAC1+ % = 0.1
  CSM14.1 death rescue = -5.7%
  PMI inhibitors = 12%
  TNAP activation fold = 0.3
  P. falciparum M1AAP = 9%
  PMI inhibition = 5%
  LYP inhibition = -5%
  XIAP antagonists = 2.9%
  M17LAP inhibition = 11%

# (listing goes on)
SMILES,Myeloid diff MLP,Myeloid diff MLP GFP+ MAC1+ %,CSM14.1 death rescue,PMI inhibitors,TNAP activation fold,P. falciparum M1AAP,PMI inhibition,LYP inhibition,XIAP antagonists,M17LAP inhibition
CCN1/C(=C2/SC(=S)NC2=O)Sc2ccccc21,i,0.3,2.1%,6%,0.9,5%,4%,-7%,-1.8%,18%
COc1ccc(CCNC(=O)CSc2nnc(Cn3c(=O)sc4ccccc43)n2C)cc1OC,i,0.5,-1.9%,12%,1.1,3%,7%,-13%,-6.7%,2%
CCN(C(=O)C1CCN(S(=O)(=O)c2cccc3nonc23)CC1)c1ccccc1,i,2.4,0.8%,-12%,1,-1%,-8%,-5%,-2.3%,-8%
CNC(=O)C1CCN(C(=O)c2ccc(-c3ccccc3)cc2)CC1,i,0.8,2.9%,10%,1,-1%,1%,-4%,-4.5%,4%
CC(C)CC(=O)NC(=S)Nc1ccc(CN2CCOCC2)cc1,i,0.5,·,·,·,4%,·,1%,·,-7%
CN1CCCCCC1=NC1=C(C#N)CCCC1,i,0.6,-0.8%,-4%,1.1,4%,-2%,-1%,-5.4%,0%
CCN(C#N)c1nc(N(C)C)nc(N(C)C)n1,i,1.4,-2.6%,0%,1.1,0%,-4%,1%,-1.8%,9%
C/C(=N\NC(=S)NCc1ccccc1)c1ccccc1,i,0.1,0.1%,10%,1.1,-3%,7%,-2%,2.7%,-8%
COC(=O)/C=C1\SC(=Nc2ccc(Cl)c(Cl)c2)NC1=O,i,0.3,1.2%,2%,1,5%,5%,-3%,-8.1%,13%
O=C(COc1ccc(Cl)cc1[N+](=O)[O-])NC1CCCCC1,i,0.6,0.1%,4%,1.1,-2%,6%,-1%,1.0%,3%
S=c1c2c(nc3nc[nH]n13)CCC2,i,0.6,·,·,·,6%,·,-1%,·,17%
CCOc1ccccc1NC(=S)N1CCN(c2nc(-c3cccc(OC)c3)cs2)CC1,i,0.7,11%,2%,1,-2%,-1%,12%,14%,6%
COC(=O)c1nn(-c2ccc(F)cc2)ccc1=O,i,0.5,·,·,·,2%,·,-9%,·,-1%
c1cnc2c(SCc3ccc(-c4nnco4)cc3)cccc2c1,i,1.0,-0.4%,2%,1.1,9%,-2%,-5%,-3.1%,-8%
COC(=O)CN1C(=O)CC(C)(C)Sc2ccccc21,i,1.7,-4.9%,-12%,1.1,4%,-12%,-4%,-2.7%,9%
COCCN1Cc2cccc(C(=O)NC3CCCCCC3)c2C1=O,i,0.7,-2.6%,4%,1.1,1%,2%,-2%,2.0%,10%
Cc1ccc(C(=O)N2NC(c3ccc(F)cc3)C3C(=O)N(c4ccc(C)cc4)C(=O)C32)cc1 (stereo not drawn),i,1.0,-2.0%,15%,1,-2%,13%,3%,-1.2%,16%
O=[N+]([O-])c1ccc(O)c(/C=N/Nc2ccccn2)c1,?,·,1.0%,-16%,1,-9%,-20%,-2%,-1.7%,7%
CC1CN(C(=S)NC(=O)C2CCCCC2)CC(C)O1 (stereo not drawn),i,0.9,-1.4%,-5%,1,-8%,-1%,-3%,-18%,7%
C(=N\N1CCN(C2c3ccccc3-c3ccccc32)CC1)/c1ccccn1,i,1.4,5.5%,8%,1.1,1%,4%,-7%,-6.8%,-9%
COC(CN1C(=O)C(O)=C(C(C)=O)C1c1ccccn1)OC (stereo not drawn),i,0.7,-2.4%,-4%,1.1,3%,-6%,-9%,-5.1%,13%
CCC(O)(CC)C(=O)N=Nc1c(O)[nH]c2ccccc12,i,0.3,0.2%,-2%,1,5%,3%,-4%,0.3%,37%
O=C(Nc1ccnc(-c2ccncc2)n1)c1ccc(Cl)cc1,i,0.2,-1.8%,-10%,1.1,0%,-14%,-8%,-11%,14%
CCOC(=O)Cc1csc(NC(=O)CSc2nnnn2-c2ccc(F)cc2)n1,i,2.5,-1.5%,-6%,1.1,0%,4%,-6%,-9.2%,1%
O=C(N/N=C/C=C/c1ccccc1[N+](=O)[O-])c1cccnc1,i,0.0,-1.2%,-11%,1,6%,-5%,-1%,-4.6%,3%
SMILES,Myeloid diff MLP,Myeloid diff MLP GFP+ MAC1+ %,CSM14.1 death rescue,PMI inhibitors,TNAP activation fold,P. falciparum M1AAP,PMI inhibition,LYP inhibition,XIAP antagonists,M17LAP inhibition
O=C(Nc1cccc(-c2cn3ccccc3n2)c1)c1cnccn1,i,1.6,-2.6%,6%,1,7%,13%,-1%,-3.5%,4%
COc1ccc2c(c1)[nH]c(=O)c1sc3ccccc3c12,i,0.2,-0.6%,0%,1.1,3%,-1%,-8%,-0.7%,0%
Cc1cc(C(C)(C)C)ccc1OCCN1CCCC1,i,0.5,-0.5%,1%,1.2,9%,-7%,-7%,-1.2%,-5%
Cc1ccc(/C=C/S(=O)(=O)NCC(=O)O)cc1,i,1.0,-1.1%,-6%,1,-11%,-3%,-2%,-4.8%,-21%
C=CCn1c(C)cc(C(=O)CN2NS(=O)(=O)c3ccccc3C2=O)c1C,·,·,-0.3%,-21%,1.1,9%,-13%,-4%,-8.2%,16%
COc1cccc(NC(=S)N(CCN(C)C)Cc2cccs2)c1,i,0.2,-0.6%,1%,1.1,3%,-3%,1%,2.0%,3%
O=C(c1cc2sccc2n1Cc1ccccc1)N1CCCc2ccccc21,i,0.8,-1.8%,13%,1.1,-2%,10%,8%,-9.2%,1%
CCOC(=O)C1=C(CSc2nc3c(cc2C#N)CN(C)CC3)OC(N)=C(C#N)C1c1ccc(Cl)cc1 (stereo not drawn),i,0.4,-1.9%,10%,1,14%,5%,-1%,-5.8%,-2%
CCN1CCCC1CN(Cc1cc2ccc(C)cc2[nH]c1=O)C(=S)Nc1ccc(OC)cc1OC (stereo not drawn),i,0.4,-1.4%,24%,1,1%,44%,-6%,-9.5%,9%
C[C@@H](C(=O)Nc1ccc2ccccc2c1)[C@H]1C[C@]1(C)[C@H](NS(=O)(=O)c1ccccc1)c1ccccc1,·,·,6.5%,18%,1.2,7%,20%,4%,-4.8%,3%
COc1cccc(NC(=O)c2ncc(Cl)c(Cl)c2Cl)c1,i,0.3,·,1%,1.2,6%,0%,-3%,-4.5%,-1%
COC(=O)Nc1ncc(CN2CCCCC2)s1,i,8.0,-0.7%,7%,1.1,8%,9%,-7%,-3.7%,2%
